Runt-CBFb FRET: Runt domain-CBFb interaction inhibition; Q01196+Q13951; Cerulean-Runt/Venus-CBFb FRET ratio 530/480, 1 h; inhibition, % at 20 µM; hit rate 0.46% among 220,000;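 active = inhibition over about 50% at 20 µM in the single-dose screen, limit read from the data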;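 also: 0% = DMSO wells and 100% = excess unlabeled CBFb competitor control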
Target sequence (Q01196 whole entry, looked up, the tested form may be a part): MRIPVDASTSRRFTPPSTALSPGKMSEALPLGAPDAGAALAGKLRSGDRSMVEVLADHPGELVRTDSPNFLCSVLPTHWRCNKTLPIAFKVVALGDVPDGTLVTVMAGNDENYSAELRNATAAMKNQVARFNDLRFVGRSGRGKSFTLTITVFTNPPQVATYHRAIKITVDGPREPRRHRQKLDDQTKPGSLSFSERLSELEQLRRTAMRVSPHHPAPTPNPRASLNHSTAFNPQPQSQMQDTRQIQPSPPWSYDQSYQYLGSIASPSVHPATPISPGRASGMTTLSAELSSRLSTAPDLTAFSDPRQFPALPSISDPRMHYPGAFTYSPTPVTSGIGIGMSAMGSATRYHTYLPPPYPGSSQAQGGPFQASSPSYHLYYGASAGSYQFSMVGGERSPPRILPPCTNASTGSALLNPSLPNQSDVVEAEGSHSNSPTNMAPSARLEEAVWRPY
Target sequence (Q13951 whole entry, looked up, the tested form may be a part): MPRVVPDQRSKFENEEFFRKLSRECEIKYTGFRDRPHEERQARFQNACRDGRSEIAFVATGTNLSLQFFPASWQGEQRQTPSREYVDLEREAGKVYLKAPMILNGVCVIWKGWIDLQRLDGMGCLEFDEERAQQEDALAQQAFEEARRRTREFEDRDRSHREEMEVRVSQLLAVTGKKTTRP
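Measured by: fluorescence energy transfer, 422 nm excitation, 530/480 nm emission; Assay system: Cerulean-Runt domain; Medium: Tris pH 7.5 buffer with BSA; Measure: loss of energy transfer signal; Controls: 5 µM unlabeled CBFb as full-inhibition high control; Incubation: protein complex preformed 1 h, compound exposure 1 h, room temperature, dark.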
Ba/F3 V617F tox: loss of viability in JAK2V617F-driven Ba/F3 cells. Ba/F3 EpoR-JAK2V617F viability, ATP luminescence. inhibition, % at 5.6 µM. hit rate 1.1% among 220,000;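 active = inhibition above the campaign mean plus 3 SD over all tested compounds, cut at about 24% in these data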;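 also: cytokine-independent growth of Ba/F3 cells driven by EpoR plus mutant JAK2; 0% = DMSO-treated cells and 100% = JAK inhibitor I control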
NPY-Y1 PAM-ag: potentiators or agonists of human neuropeptide Y receptor Y1 | P25929 | NPY-Y1 expressing cells, potentiator/agonist activation | activation, % at 3.6 µM | hit rate 0.37% among 220,000; in the data active = activation above about 33%, passing the limit was not always enough;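 also: cells stimulated with NPY at EC10 then isoproterenol at EC100; 0% = low agonist plus stimulus and 100% = saturating agonist plus stimulus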
RBBP9 inh: human RBBP9 hydrolase inhibition; O75884; recombinant RBBP9, FP-Rh probe fluorescence polarization; inhibition, % at 7.94 µM; hit rate 0.2% among 220,000; AID 1515;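 active = inhibition above the campaign mean of all tested compounds plus 3 SD, cut at about 14% in these data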;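 also: plate controls were DMSO wells with RBBP9 for no effect and wells lacking RBBP9 protein for full effect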
Target sequence (O75884 whole entry, looked up): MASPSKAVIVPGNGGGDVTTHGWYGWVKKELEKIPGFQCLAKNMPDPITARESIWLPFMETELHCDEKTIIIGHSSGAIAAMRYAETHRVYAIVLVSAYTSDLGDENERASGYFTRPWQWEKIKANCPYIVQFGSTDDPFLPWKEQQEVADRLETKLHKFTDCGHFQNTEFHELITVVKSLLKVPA
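Test system: recombinant human RBBP9. Quantity: 2.5 µM RBBP9 dispensing solution, before mixing. Detection: FP readout at 525/598 nm. Reagent: Serine-hydrolase probe FP-Rh, 375 nM pre-mixing. Measure: % inhibition. Control set: DMSO-treated enzyme wells and wells lacking RBBP9. Buffer or medium: Tris-NaCl-Pluronic buffer, pH 8.0. Times: preincubation 30 min plus labeling 45 min at 25 °C.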
S1P4 ag: agonists of human S1P4 receptor. O95977. S1P4-expressing cell line, agonist reporter assay. activation, % at 4.98 µM. hit rate 0.35% among 220,000. AID 1509; in the data active = activation above about 11%;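 also: 0% = DMSO vehicle and 100% = reference agonist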
NPY-Y1 antag: antagonists of human neuropeptide Y receptor Y1; hit rate 1% among 200,000; P25929; inhibition, % at 3.6 µM; HEK293-CNG Y1 cells, membrane potential fluorescence; NPY at EC95, then isoproterenol;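 active = inhibition above the campaign mean inhibition of all tested compounds plus 3 SD, cut at about 20% in these data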;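 also: 0% = DMSO wells given NPY plus isoproterenol and 100% = isoproterenol alone without NPY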
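Test system – HEK293 Y1/CNG channel cell line · Also added – NPY agonist 25 nM, then isoproterenol 1 µM plus Ro 20-1724 25 µM · Compound dosing – one concentration, 3.6 µM, in 0.4% DMSO · Schedule – compound incubation 1 h at room temperature, readout 45 min post-stimulation · Technique – fluorescence, membrane potential probe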
S1P4 antag: blocks the human S1P4 receptor; inhibition, % at 4.98 µM; S1P4-expressing cells, antagonist mode, reporter read-out; AID 1510; hit rate 0.26% among 220,000; in the data active = inhibition above about 29%;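 also: 0% = wells stimulated with agonist and 100% = vehicle wells without agonist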
NPY-Y2 PAM-ag: human NPY-Y2 potentiation or agonism, primary screen | AID 1359 | cells expressing NPY-Y2, potentiator/agonist read-out | hit rate 0.45% among 220,000 | activation, % at 3.6 µM; in the data active = activation above about 27%;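 also: cells stimulated with NPY near EC25 plus isoproterenol at EC100; 0% = vehicle plus submaximal agonist and 100% = vehicle plus saturating agonist; some results beyond the cut were filed as inactive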
BaF3 tox: counter-screen for JAK2V617F inhibitors: parental Ba/F3 viability inhibitors; CellTiter-Glo ATP luminescence; hit rate 1.1% among 220,000; inhibition, % at 5.6 µM; AID 1486;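 active = inhibition above a per-campaign cutoff, the mean inhibition of all tested compounds plus 3 SD, cut at about 27% in these data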;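 also: 0% = DMSO wells and 100% = JAK Inhibitor I control wells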
An asterisk follows results filed as active; / = not tested or not shown.

SMILES	Runt-CBFb FRET	Ba/F3 V617F tox	NPY-Y1 PAM-ag	RBBP9 inh	S1P4 ag	NPY-Y1 antag	S1P4 antag	NPY-Y2 PAM-ag	BaF3 tox
Cc1ccc(SCC(=O)Nc2cccc(-c3nnc(-c4ccco4)o3)c2)cc1	-3	-1	10	-3	2.1	-2	1	1	8
Cn1cccc1Cc1nnc(SCC(=O)Nc2ccc(F)cc2F)n1-c1ccc(F)cc1	0	-2	10	-6	0.3	-6	-14	-2	1
CC(C)c1nccn1S(=O)(=O)c1cc(Cl)ccc1Cl	1	-1	-16	-2	1.4	3	-12	0	0
Cc1ccc(CN2CCN(Cc3ccc(O)cc3)CC2CCO)o1 (centres undefined)	0	-3	23	-2	0.2	-6	13	0	1
O=C(Nc1cc(C(F)(F)F)ccc1Cl)C(=O)N1CCCCC1	1	-2	-6	-10	0.8	4	-23	14	4
NNC(=O)c1cnn(Cc2ccccc2)c1N	0	5	2	-2	0.0	2	-8	-2	8
CN(CC(=O)Nc1ccc(C(N)=O)cc1)CC(=O)Nc1ccccc1Br	1	-3	11	-7	-1.1	/	-8	24	2
O=C(N1CCCCC1)N1CCN(S(=O)(=O)c2ccc(Cl)cc2)CC1	/	-5	-5	-9	0.4	0	-14	-9	6
COc1ccccc1NC(=O)c1sc2nc(-c3ccco3)ccc2c1N	-24	0	-3	5	1.6	14	-11	-1	1
COc1ccc(NC(=O)CC2SC(=N)N(c3ccccc3)C2=O)c(OC)c1 (centres undefined)	-1	-3	12	-13	2.6	2	-16	-4	2
CCOC(=O)c1sc(NC(=O)CCN2CCOCC2)c(C(=O)OCC)c1C	-1	0	-8	-5	0.2	1	-7	4	6
C=C1C(C(=O)Nc2ccc(OC)cc2)C1C(=O)Nc1ccc(OC)cc1 (centres undefined)	-2	-2	14	-6	-1.3	/	7	9	0
C=CCC(CC=C)(C(=O)O)c1ccccc1	1	3	-17	-3	0.1	5	-9	2	6
Cc1ccccc1C(=O)NC(=S)Nc1ccc(S(=O)(=O)N(C)c2ccccc2)cc1	5	0	11	-12	1.0	-1	4	-9	4
O=S(=O)(c1ccc(Cl)cc1)N1CCN=C1SCc1cccc(Cl)c1	-5	2	-6	-2	0.1	12	-11	-8	5
COc1ccc(/C=N/OC/C(O)=C(\C#N)c2nc3ccccc3[nH]2)cc1OC	1	-6	-24	1	8.0	6	1	-3	4
COc1ccc(-c2[nH]c(-c3ccc(F)cc3)nc2SCC(=O)NCc2ccco2)cc1OC	-1	-1	-11	-2	3.1	2	10	-14	2
COc1ccc(CNC(=O)c2sc(=S)n(-c3ccccc3)c2N)cc1	26	-4	1	-8	2.2	/	6	-13	2
N#CC1CC(c2ccccc2)=NN1c1ccccc1[N+](=O)[O-] (centres undefined)	0	-3	13	0	-2.9	0	5	7	1
COc1ccc(OC)c(NC(=O)C2CCCC2)c1	0	-7	23	0	-1.2	1	-4	8	5
O=C1c2ccccc2C(=O)N1CCCCSc1nnc(-c2ccc(OC(F)F)cc2)o1	-4	5	-23	-8	1.2	3	-2	-15	4
O=C1c2ccccc2C(=O)N1Cc1ccc2c(c1)OCO2	-1	-1	-19	7	-0.7	-1	-3	0	4
CC1CCN(CC(=O)Nc2ccccc2C#N)CC1	1	1	19	9	2.5	3	4	9	3
O=C(c1ccc(Br)o1)N1CCN(C/C=C/c2ccccc2)CC1	0	0	-22	-4	1.2	9	-12	-3	3
COc1ccc(NC(=O)c2cc3c(=O)n4ccccc4nc3n2C)cc1OC	-39	1	5	-7	1.4	4	-8	2	10
O=c1c2ccccc2nnn1Cc1ccc(F)cc1	0	1	11	-6	-0.5	0	-2	-1	10
CCCc1[nH]nc2c1C(c1cccc(OC(=O)c3ccco3)c1)C(C#N)=C(N)O2 (centres undefined)	0	2	2	-11	-1.6	-4	-11	-7	2
CN(CC(=O)c1c(N)n(C)c(=O)n(C)c1=O)c1ccccc1	2	1	-12	-4	0.6	1	-12	5	6
COC(=O)Cn1cc(/C=C(/C#N)C(=O)N2CCOCC2)c2ccccc21	1	-2	16	3	-0.8	4	2	3	10
N#Cc1nc(-c2ccccc2F)oc1N1CCCC1	-2	1	1	-9	3.9	4	-2	-25	1
Cc1ccc(N2C(=O)C(CC(=O)Nc3cccc(F)c3)N(CCc3ccncc3)C2=O)cc1 (centres undefined)	-1	0	27	-9	-1.0	-9	11	-9	8
CC(C)C(=O)N1CCN(c2ccccc2NC(=O)c2ccc(C#N)cc2F)CC1	-2	-1	-15	-4	0.5	42*	-3	-14	7
CCC(=NCCN1CCNCC1)C1=C(O)CC(C)(C)CC1=O	2	-3	-10	-5	0.9	-2	-7	6	-1
C=CCNC(=S)NNC(=O)c1ccncc1	0	0	-4	-6	0.6	0	2	-9	5
COCCN1C(=O)C(=O)/C(=C(/O)c2ccc(OC(C)C)cc2)C1c1cccnc1 (centres undefined)	1	-3	-9	1	-0.8	1	-17	2	1
O=CN1CCN(C(=O)c2ccc([N+](=O)[O-])cc2)CC1	0	-2	12	-7	1.2	6	-8	5	4

Shown with bars between the fields: part of the list above.
Compound | Runt-CBFb FRET | Ba/F3 V617F tox | NPY-Y1 PAM-ag | RBBP9 inh | S1P4 ag | NPY-Y1 antag | S1P4 antag | NPY-Y2 PAM-ag | BaF3 tox
CCC(=NCCN1CCNCC1)C1=C(O)CC(C)(C)CC1=O | 2 | -3 | -10 | -5 | 0.9 | -2 | -7 | 6 | -1
C=CCNC(=S)NNC(=O)c1ccncc1 | 0 | 0 | -4 | -6 | 0.6 | 0 | 2 | -9 | 5

Further entries follow:
SMILES	Runt-CBFb FRET	Ba/F3 V617F tox	NPY-Y1 PAM-ag	RBBP9 inh	S1P4 ag	NPY-Y1 antag	S1P4 antag	NPY-Y2 PAM-ag	BaF3 tox
O=C1OC(/C=C/c2ccc(Cl)cc2)=NC/1=C/c1ccco1	10	0	21	-5	0.5	-3	-1	8	4
CCOc1ccccc1C(=O)NN1C(=O)CCC1=O	2	2	0	-1	-0.7	6	-20	5	3
Cc1cc(C)c[n+](-c2nc([O-])sc2C=O)c1	2	3	-6	1	0.5	3	-14	-20	7
COc1cc2c(cc1OC)CN(C(=S)NC(=O)c1ccccc1)CC2	1	2	6	-6	3.3	1	-21	-4	5
O=C(c1cc2c(s1)CCCC2)N1CCN(c2ccccc2)CC1	-2	1	7	-3	0.7	11	-17	1	5
O=C(O)C1CCCCC1C(=O)Nc1ccccc1C(=O)N1CCN(c2ccc(F)cc2)CC1 (centres undefined)	-1	-1	-13	-8	-0.3	2	-17	-11	3
CC(C)c1ccc(NC(=O)C[n+]2ccn(C3=C([O-])c4ccccc4C3=O)c2)cc1	-1	3	5	-3	0.5	0	-17	19	6
Cc1cccc(N2CCN(C(=O)CSCc3c(C)noc3C)CC2)c1C	-3	1	-36	-2	2.5	2	-17	-2	10
O=C(Nc1cccc(C(F)(F)F)c1)c1cc(-c2ccc(F)cc2)on1	0	2	-22	-6	1.7	22*	11	-4	8
O=C(COc1ccccc1)NCC(=O)N/N=C/c1ccc(O)cc1O	10	-1	6	-2	-0.6	/	-4	4	4
O=C(NCC(c1cccnc1)N1CCN(c2ccccc2)CC1)OCc1ccccc1 (centres undefined)	0	-1	13	-3	1.6	9	7	7	-1
CCN(CC)C(=S)NC(=O)c1ccc(Cl)cc1Cl	2	0	5	-8	3.0	3	-2	-9	4
CN(Cc1ccccc1)Cc1nc2c(c(=O)n(C)c(=O)n2C)n1CCc1ccccc1	/	-4	-36	-1	-2.2	22*	-7	-7	1
CN(C)c1nnnn1Cc1ccc(Cl)cc1Cl	0	-1	-8	2	1.4	3	-21	-3	4
Cc1ccc(N(C)C(=O)c2ccc(CNc3c(N4CCC(C)CC4)c(=O)c3=O)cc2)cc1	1	1	-12	-8	2.4	/	2	-3	2
Cc1ccn2c(CN3CCOCC3)c(-c3ccccc3)nc2c1	1	0	-27	0	2.3	4	-1	9	0
S=C(NCC1CCCO1)N1CCN(Cc2ccccc2Cl)CC1 (centres undefined)	-2	3	-2	-4	2.2	0	-12	2	3
O=c1[nH]c(-[n+]2ccccc2)c(/C=N/NC([S-])=Nc2ccccc2)s1	10	-1	5	-8	0.9	/	15	3	-1
Cn1cc(C(=O)N/N=C/c2ccc([N+](=O)[O-])cc2)c2ccccc21	-10	-5	6	0	-0.8	/	2	5	2
COc1cc(OC)c([N+](=O)[O-])cc1/C=N/NC(=O)c1ccncc1	7	-3	14	4	0.7	-1	-9	1	5
N#CC1=C(N)S[C@@H](C(=O)c2ccc(F)cc2)[C@@H]1c1cccs1	9	-4	19	5	5.2	-4	-11	12	2
COC(=O)c1cc2cc(Cl)ccc2nc1SC	-1	-3	-39	-1	0.3	/	5	2	2
CCCC(c1nnnn1C1CCCC1)N1CCN(C(=O)c2ccco2)CC1 (centres undefined)	-2	0	-14	-8	-0.1	9	-8	-9	4
CCCCn1nnnc1SCC(=O)Nc1cccc(C)n1	-1	-2	-3	-12	1.0	5	-4	4	4
CCOc1ccc(/C=C2\SC(=S)N(NC(=O)c3ccncc3)C2=O)cc1OC	-27	2	-7	-10	3.3	/	2	-23	6
COc1cc(-c2nc(Cc3c(F)cccc3Cl)no2)cc(OC)c1OC	/	-3	6	-6	1.3	9	3	-1	2
Fc1ccc(CN2CCCCCC2)c(F)c1	1	-2	22	4	-0.5	-3	-1	3	10
O=C(CC1SC(=NC2CCCCC2)NC1=O)Nc1ccccc1 (centres undefined)	1	0	-31	0	3.1	1	-7	1	6
CC1CC(C)CN(C(=O)COc2ccc(-c3nnco3)cc2)C1 (centres undefined)	2	2	-8	-4	-0.7	6	-10	-20	5
O=C(/C=C/c1ccc(S(=O)(=O)NCc2ccco2)cc1)NCc1ccccc1Cl	3	3	3	-4	0.1	7	4	1	10
CCC/C=C(\CCC)C(NC(=O)OCC(C)C)c1ccc(C(=O)OC)cc1 (centres undefined)	-9	0	-41	-6	0.4	22*	4	-7	4
COc1ccc(CN(CCN(C)C)Cc2ccccc2)c(OC)c1	-1	10	-17	-8	-1.4	23*	-4	-14	7
CCC(C)(C)n1nnnc1C(c1ccc(C)cc1)N1CCN(Cc2cccnc2)CC1 (centres undefined)	-4	-2	6	2	-1.5	9	5	-5	4
COc1ccccc1N1CCN(C(=O)c2ccccc2Oc2ccccc2)CC1	2	4	9	-10	-0.5	5	-1	-7	4
Cc1sc(NC(=O)Cc2ccc3c(c2)OCO3)nc1-c1ccc2c(c1)CCN2C(=O)c1ccc(F)cc1	14	1	-18	-2	-2.5	-4	-5	-5	8
C#CC(CC)(CC)NC(=O)c1c(C)noc1C	3	5	-12	-4	1.2	-2	-14	-7	14
CCOC(=O)C1=C(C)OC(N)=C(C#N)C1C1CCCCC1 (centres undefined)	-5	-1	-21	3	-2.4	3	7	-1	6

Assay outcomes: PubChem, several laboratories

Compounds were not picked by outcome (roughly 3.6% active in at least one column).
